# Bioassay records as filed in PubChem BioAssay.
# Large T inhibition = SV40 large T antigen inhibitors, biochemical (AID 1903) | 310,000 compounds, 0.39% hits | one-dose inhibition, % at 20 µM; IC50 in µM for titrated hits | SV40 large T antigen ATPase/helicase inhibition assay; higher % means a stronger effect; in the data active = a potency from the dose series; inconclusive = inhibition mostly from about 32% at the one dose, without a potency; inactive = the rest, 99 in 100 with inhibition below about 32%; also: strong numbers were not always called active
# UTI89 phage lysis = protection from phage-mediated lysis, alamar blue read-out – E. coli UTI89, K1F phage, bacterial capsule biogenesis inhibitors (AID 488966); E. coli UTI89 K1F phage lysis, alamar blue, 2 h; higher % means a stronger effect; one-dose inhibition, % at 100 µM; IC50 in µM for titrated hits; 340,000 compounds, 0.02% hits;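 active = phage lysis inhibition, versus mean bacterial control, above a set limit; inconclusive = no clear call, values can overlap the other calls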;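 also: capsule biogenesis inhibitors block K1F phage lysis so surviving cells raise fluorescence; higher fluorescence means more inhibition of phage lysis; actives were called in the ten point dose series up to 300 µM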
# Myeloid diff MLP = compounds promoting myeloid differentiation; AID 624256; 360,000 compounds, 1% hits; ER-HoxA9 myeloid progenitors, lysozyme-GFP differentiation, flow cytometry; calls only at 10 µM;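 active = normalized GFP-positive differentiation at or above the plate's own cutoff, the solvent-only control mean plus 3 SD; inconclusive = no clear call, values can overlap the other calls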;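 also: cells exposed to compound for four days before flow analysis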
# Rac1 GTP hydrolysis = MgcRacGAP GTPase-activating activity inhibitors, confirmation, biochemical, ADP Hunter fluorescence; MgcRacGAP-stimulated Rac1 GTP hydrolysis, ADP Hunter fluorescence; higher % means a stronger effect; GST-tagged Rac1 F28L mutant substrate; inhibition, % at 30 µM, or IC50 in µM where a hit was titrated; 340,000 compounds, 0.6% hits; AID 624330;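 active = first-screen hits whose inhibition reached a set limit at any dose in the follow-up dose series; inconclusive = inhibition above the set first-screen limit but never retested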;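 also: fluorescence reports GDP produced by GAP-driven GTP hydrolysis; strong numbers were not always called active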
# T cell HTS = modulates CD8 T cell binding to vesicles; 330,000 compounds, 0.068% hits; 2C CD8+ T cell-vesicle binding, flow cytometry; stronger effect = lower value; AID 2052; calls only at 7 µM;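 active = response, share of CD8 T cells binding vesicles, and their 90th percentile fluorescence all below set limits, cut at about 80% in these data, passing the limit was not always enough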
#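 Assay system – 2C mouse CD8+ T cells · Also added – QL9-loaded Drosophila micro-vesicles · Timing – Cell–vesicle co-incubation 1.5 h at 37 °C, staining 20 min on ice · Signal – flow cytometry of vesicle-bound cells · Measure – percent CD8+ FL2 mean versus row control · Controls – Peptide-free naked vesicles (low) and QL9 vesicles with 0.7% DMSO vehicle (high)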
# PhoP inhibition = inhibitors of PhoP regulon expression, primary screen, Salmonella Typhimurium, GFP reporter (AID 1863); inhibition, % at 50 µM; hits with a dose series show IC50 in µM; S. Typhimurium PhoP-regulated promoter GFP reporter, 4 h; higher % means a stronger effect; 300,000 compounds, 0.16% hits;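 active = inhibition over 29.93%, a cutoff 3 SD above the screen mean, later confirmed by dose response; inconclusive = inhibition over 29.93% but no dose response follow-up; inactive = inhibition at most 29.93% or unconfirmed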;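 also: 0% = low Mg2+ inducing control and 100% = high Mg2+ repressing control; strong numbers were not always called active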
# NTR1 agonist = agonists of NTR1, primary screen, imaging, U2OS cells, beta-arrestin-GFP, high content (AID 493036). P30989. NTR1-U2OS beta-arrestin-GFP spot imaging, agonist mode. activation, % at 20 µM. 330,000 compounds, 0.17% hits;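 active = activation at or above 40% of the spot to cytoplasm intensity ratio, with at least 20 cells analyzed; inconclusive = wells under 20 cells, flagged as cytotoxic or low count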;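 also: 0% = DMSO without peptide and 100% = 100 nM NTR1 peptide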
# Target sequence (P30989 whole entry, looked up): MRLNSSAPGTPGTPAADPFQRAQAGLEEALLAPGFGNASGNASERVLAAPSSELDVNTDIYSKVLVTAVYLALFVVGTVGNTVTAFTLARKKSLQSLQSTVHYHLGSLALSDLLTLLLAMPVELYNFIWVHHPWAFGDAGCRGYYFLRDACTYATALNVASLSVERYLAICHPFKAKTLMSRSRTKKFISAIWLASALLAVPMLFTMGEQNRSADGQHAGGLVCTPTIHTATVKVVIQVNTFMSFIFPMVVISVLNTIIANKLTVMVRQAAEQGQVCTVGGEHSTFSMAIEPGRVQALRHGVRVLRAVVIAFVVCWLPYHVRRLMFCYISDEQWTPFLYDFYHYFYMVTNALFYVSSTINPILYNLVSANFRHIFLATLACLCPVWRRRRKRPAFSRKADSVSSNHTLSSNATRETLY
# RSV CPE inhibition = RSV antiviral activity via CPE protection, HEp-2 cells, primary 10 µM value included (AID 2391); HEp-2 cells, RSV-induced CPE inhibition; higher % means a stronger effect; one-dose CPE inhibition, % at 10 µM; IC50 in µM for titrated hits; 310,000 compounds, 0.13% hits; in the data active = a potency from the dose series; inconclusive = CPE inhibition mostly from about 23% at the one dose, without a potency; inactive = the rest, 99 in 100 with CPE inhibition below about 21%; also: strong numbers were not always called active
# TNAP activation fold = human TNAP enzyme activators, primary screen, biochemical, luminescent, no phosphate acceptor, uHTS (AID 1001); purified TNAP, luminescent activation assay, no phosphate acceptor; higher activation fold means a stronger effect; 200,000 compounds, 0.03% hits; activation fold at 20 µM; hits with a dose series show EC50 in µM; in the data active = activation fold from about 3, or a potency from the dose series; inactive = the rest, 99 in 100 with activation fold below about 1.6; also: many of its hits are not listed in these tables
# T cell HTS vesicle-bound % = second read-out of T cell HTS, no call of its own (marks repeat the call); double positive events, %; measured here: CD8+ vesicle-bound cell fraction;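 binding gate set so that unloaded-vesicle control wells show 10% double positive cells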
# NTR1 agonist cell count 20 µM = also measured in NTR1 agonist; calls as there; cell count; measured here: cell count, cytotoxicity flag
# Myeloid diff MLP GFP+ MAC1+ % = second read-out of Myeloid diff MLP, no call of its own (marks repeat the call); GFP+ MAC1+ double positive, %; measured here: differentiation confirmed by MAC1 staining
# Starred values were filed as active, the others as inactive; i = inactive; ? = inconclusive; nt = no result given; + = active, no number; & = joins results of further samples; [ ] = dose if it differs, or a comment.
item	canonical_smiles	Large T inhibition	UTI89 phage lysis	Myeloid diff MLP	Myeloid diff MLP GFP+ MAC1+ %	Rac1 GTP hydrolysis	T cell HTS	T cell HTS vesicle-bound %	PhoP inhibition	NTR1 agonist	NTR1 agonist cell count 20 µM	RSV CPE inhibition	TNAP activation fold
1	C[C@H](CO)N1C[C@H](C)[C@@H](CN(C)S(=O)(=O)c2cccs2)Oc2ccc(NC(=O)CCC(F)(F)F)cc2C1=O	nt	0.4%	i	2.4	-1%	i	56	nt	-1.9	41	nt	nt
2	CC(Oc1ccc(Cl)cc1C(N)=O)C(=O)N1CCc2ccccc21 (stereo not given)	nt	2.9%	i	1.1	-1%	i	48	nt	-1.4	53	nt	nt
3	COc1ccc(Cl)cc1NC(=O)CCS(=O)(=O)c1ccc(C)cc1	12%	0.0%	nt	nt	6%	nt	nt	-5%	0.5	90	0.5%	nt
4	CC(C)CC(c1nnnn1C1CCCCC1)N1CCN(C(=O)c2ccco2)CC1 (stereo not given)	13%	-0.2%	?	nt	-1%	i	28	2%	0.4	43	0.3%	nt
5	CSc1cccc(NC(=S)N2CCCN(Cc3cccc(Cl)c3)C2)c1	4%	0.8%	i	1.4	13%	i	22	2%	1.7	48	-1.7%	1.1
6	Cc1noc(C)c1S(=O)(=O)N(C)C[C@H]1Oc2c(NC(=O)Nc3ccc(C(F)(F)F)cc3)cccc2C(=O)N([C@H](C)CO)C[C@@H]1C	nt	0.2%	i	0.3	12%	i	11	nt	-1.1	52	nt	nt
7	CCOC(=O)CSc1nnc(CSc2nc3sc4c(c3c(=O)[nH]2)CCCC4)n1-c1ccccc1	7%	-0.7%	i	0.6	9%	i	12	8%	7.9	78	0.3%	0.9
8	c1ccc2oc(-c3ccn[nH]3)cc2c1	-8%	0.5%	i	1.0	6%	i	27	19%	-0.1	54	nt	nt
9	COc1ccc(N2CC(C(=O)Nc3nnc(SCc4cccnc4)s3)CC2=O)cc1 (stereo not given)	23%	0.1%	i	0.5	7%	i	38	2%	-0.2	65	-0.3%	nt
10	CCOc1ccc(C2CC(c3cccc(OC)c3)Nc3ncnn32)cc1 (stereo not given)	8%	5.7%	i	2.4	5%	i	33	10%	0.8	69	0.2%	1
11	COc1ccc(CCNC(=O)C2CCN(Cc3nc(-c4cccc(Cl)c4)oc3C)CC2)cc1OC	16%	-0.6%	i	2.4	1%	i	18	9%	0.1	83	9.0%	1.3
12	CN1C(=O)C(CC(=O)Nc2ccc(Cl)cc2)N(Cc2ccco2)C1=S (stereo not given)	6%	-0.2%	i	0.6	-3%	i	40	-6%	1.1	48	2.3%	1.1
13	CCOc1ccc(Cc2nc(N)nc(N)n2)cc1	10%	0.3%	i	0.7	-1%	i	38	-2%	0.2	99	6.8%	1
14	NNC(=O)CC1NCCN(Cc2ccccc2)C1=O (stereo not given)	3%	0.2%	i	0.6	6%	i	9	-5%	-0.6	51	2.0%	nt
15	CC(=O)c1c(C)[nH]c(C(=O)OCC(=O)NNC(=O)c2ccc([N+](=O)[O-])cc2)c1C	nt	1.6%	i	0.9	1%	i	52	nt	0.1	60	nt	nt
16	O=C(O)C1C2C=CC3(O2)C1C(=O)N1c2ccccc2C2OCCC2C13 (stereo not given)	2%	-1.8%	i	4.2	4%	i	11	3%	0.6	62	0.4%	1.1
17	Cc1ccc(NC(=O)C2=C(C(=O)O)CCCC2)cc1F	7%	0.2%	i	1.2	12%	i	62	-3%	1.3	60	0.6%	nt
18	COc1cc(OC)c(OC)cc1/C=N/NC(=O)c1ccc2nc[nH]c2c1	6%	0.6%	i	0.6	4%	i	31	-12%	1.0	50	3.2%	nt
19	COc1ccc(C(=O)ON=C2c3ccccc3-c3ccccc32)cc1OC	4%	4.5%	i	0.4	1%	i	50	-25%	8.5	50	1.2%	1
20	NC(=O)c1ccc(NC(=O)COC(=O)c2c3c(nc4ccccc24)/C(=C\c2cccs2)CCC3)cc1	8%	0.1%	i	0.1	0%	i	56	8%	17	68	-2.9%	1.1
21	O=C(O)CS/C(=C\c1ccc(F)cc1)c1nc2ccccc2s1	-4%	nt	nt	nt	nt	i	38	-7%	2.8	44	0.1%	1.1
22	OC1CCN(CC(O)C(F)(F)F)CC1 (stereo not given)	-1%	0.0%	i	0.7	3%	i	6	-8%	3.3	32	0.9%	1.1
23	CCOc1ccc(/C=C2\SC(=O)N(c3ccc(O)cc3)C2=O)cc1OC	11%	nt	nt	nt	nt	i	29	1%	9.5	54	-0.5%	nt
24	N#Cc1cc2c(cc1NC(=O)CCn1cnnn1)OCO2	1%	1.9%	i	2.1	15%	i	6	5%	1.4	53	-0.7%	nt
25	CCOC(=O)c1c(C)n(-c2ccc(C)cc2)c2c(CC(C)=O)c(Br)c(OC)c(O)c12	4%	0.6%	i	1.3	3%	i	37	-4%	-0.2	62	1.5%	1.1
26	COc1ccccc1NS(=O)(=O)c1cccc(C(=O)NNC(=O)C(NC(N)=O)C(C)C)c1 (stereo not given)	3%	0.1%	i	0.4	13%	i	9	-7%	2.8	69	1.0%	nt
27	O=C(NN1C(=O)c2ccccc2NC1c1ccccn1)c1ccc([N+](=O)[O-])cc1 (stereo not given)	2%	1.4%[50 µM]	i	0.6	7%	i	57	18%	0.5	43	-0.3%	1.4
28	O=C(CCn1c(=O)oc2ccccc21)N1CCN(C(c2ccccc2)c2ccccc2)CC1	3%	-0.4%	i	2.2	-6%	i	39	-8%	1.0	89	17%	1
29	COc1ccc(/C=C2\CCOC2=O)cc1	3%&9%	0.0%	i	1.0	-3%	i	11	-4%&-9%	-2.1	88	3.2%	1.1
30	Cc1cc2c3c(c1)C1(C(=O)N3C(C)(C)CC2C)C(C#N)=C(N)Oc2cc(O)ccc21 (stereo not given)	5%	2.8%	i	12	3%	i	40	-6%	12	51	9.5%	1
31	Cc1nn(-c2ccccc2)c(Cl)c1CN(C(=O)CCl)c1ccc(Cl)cc1	13%	-0.1%	i	0.6	11%	i	19	9%	nt	nt	-2.4%	1.2
32	O=C(NC(Cc1ccccc1)C(=O)O)OCc1ccccc1 (stereo not given)	8%	-0.6%	i	1.5	13%	i	17	-29%	0.5	51	1.5%	0.9
33	CCN(CC)c1ccc(/C=N/NC(=O)c2cccc(S(=O)(=O)N3CCOCC3)c2)cc1	2%	1.1%[50 µM]	i	0.4	7%	i	40	-9%	1.4	61	5.5%	1
34	Cc1ccc(OCC(=O)N2N=C(c3cccnc3)CC2(O)C(F)(F)F)cc1C (stereo not given)	0%	0.4%	i	0.2	3%	i	51	3%	1.0	52	9.5%	1.1
35	Cc1cc(=O)[nH]c(SCc2cccc3ccccc23)n1	21%	0.2%	i	0.5	5%	i	35	-8%	0.8	47	9.8%	nt
36	O=C(CNS(=O)(=O)c1ccccc1)OCc1cccc([N+](=O)[O-])c1	-8%	-0.2%	i	0.4	-1%	i	40	13%	3.2	44	0.7%	1.1
37	Cc1cc(C(=O)NCc2ccc3c(c2)OCO3)n(-c2ccccc2)n1	10%	-2.6%	i	2.2	2%	i	50	1%	-1.8	86	1.1%	1.1
38	CCCn1c(=NC(=O)CS(=O)(=O)c2ccccc2)sc2cc(S(C)(=O)=O)ccc21	11%	0.5%[50 µM]	i	1.1	1%	i	33	-5%	-0.1	56	0.2%	nt
39	Cc1cc(OCC(=O)Nc2cccc(S(=O)(=O)N3CCCCC3)c2)ccc1Cl	nt	-0.1%[50 µM]	i	1.0	2%	i	16	nt	-1.8	38	2.5%	nt
40	O=C(O)c1ccccc1C(=O)Nc1ccc(Oc2ccc3ccccc3c2)cc1	31%	-1.1%	+	0.3*	10%	i	52	-1%	3.1	50	-0.2%	1.1
41	CCN(CC)S(=O)(=O)c1ccc2oc(SCc3ccc(F)cc3)nc2c1	-1%	1.4%	i	0.6	15%	i	13	12%	3.0	39	5.5%	1.1
42	Cc1oc(-c2ccccc2F)nc1CS(=O)(=O)CC(=O)NCc1ccco1	12%	0.2%	i	1.4	9%	i	36	-3%	1.5	89	1.9%	1.3
43	O=C(CC(=O)Nc1cccc(Cl)c1)N/N=C\c1ccccc1	6%	0.5%	i	0.4	2%	i	24	2%	2.5	66	0.1%	1.1
44	Cc1ccc(-c2n[nH]c(=O)c3ccccc23)cc1S(=O)(=O)NC(C)(C)C	5%	0.7%	i	0.1	0%	i	66	-1%	2.0	46	-1.1%	1.1
45	O=C(Nc1ccc(F)cc1)C1C(c2ccccc2)C1(Cl)Cl (stereo not given)	-1%	0.9%[50 µM]	i	0.5	-14%	i	39	19%	7.1	65	9.1%	1.1
46	CCOC(=O)C1CCN(C(=O)Cn2nc(C)n3c(cc4cc(C)ccc43)c2=O)CC1	2%	1.5%	i	1.7	-4%	i	22	-5%	-0.3	44	2.3%	nt
47	O=C(COc1ccc(-n2cnnn2)cc1)Nc1ccccc1Cl	0%	0.1%	i	0.5	8%	i	25	4%	-0.7	31	0.8%	nt
48	CCOc1ccc(N2C(=O)CC(NCC3CCCO3)C2=O)cc1 (stereo not given)	-2%	0.1%	i	0.2	4%	i	17	-8%	0.8	49	-0.3%	1.1
49	COc1ccc(OCC(=O)NNC(=O)c2nn(C)c(=O)c3ccccc23)cc1	18%	1.5%[50 µM]	i	1.0	8%	i	12	-2%	3.3	51	2.1%	1.9
50	Cc1cc(C(=O)OCC(=O)NCc2cccs2)c2ccccc2n1	23%	-0.1%	i	0.9	0%	i	58	-1%	-0.4	61	2.7%	1.1
51	Cc1ccsc1C(=O)NNC(=O)c1ccc(NS(=O)(=O)c2cccs2)cc1	5%	-1.0%	i	1.2	2%	i	47	-7%	3.4	47	-1.7%	nt
